Source: PubChem (NCI)
NCI-60 one-dose screen, 48 h, at 10 µM unless noted. Numbers give growth in % (100 = growth as untreated, 0 = no growth, -100 = all killed).
CCRF-CEM = CCRF-CEM leukemia; actives 7% (n = 77,000); AID 1794778
M14 = M14 melanoma; AID 1794745; actives 6.2% (n = 80,000)
A549/ATCC = A549/ATCC NSCLC | actives 3.7% (n = 81,000) | AID 1794740
HOP-62 = HOP-62 NSCLC; actives 3.9% (n = 80,000)
HOP-92 = HOP-92 NSCLC cells. actives 6.3% (n = 71,000). AID 1794738
EKVX = EKVX NSCLC. AID 1794765. actives 3% (n = 71,000)
MOLT-4 = MOLT-4 leukemia cells; actives 6.9% (n = 80,000); AID 1794779
RPMI-8226 = RPMI-8226 leukemia cells | actives 7.5% (n = 77,000)
Starred values were filed as active, the others as inactive; / = not tested or not shown; & = joins results of further samples. How the source made its calls: active means growth percent below 10; inactive means the rest.

Start of the listing, in advance:
entry	SMILES	M14	HOP-92	HOP-62	A549/ATCC	EKVX	MOLT-4	RPMI-8226	CCRF-CEM
1	N#Cc1ccc(S(=O)(=O)O)c2ccccc12	96	/	90	103	106	91	99	101
2	O=C(NNc1cn[nH]c(=O)c1Cl)/C(=C/c1ccc2c(c1)OCO2)NC(=O)c1ccccc1	94	89	108	87	74	97	103	90
3	COC(=O)c1sc(-c2ccc(F)cc2)cc1O	97	102	125	100	97	92	96	96
4	COc1cc2c(c(OC)c1OC)C(=O)CC(c1cccc(NC(=O)c3cccc(Cl)c3)c1)O2 (configuration not stated)	81	63	93	78	96	32	27	42
5	Cc1cccc(C)c1N1C(c2ccccc2)=NNC12C=CC(=O)C=C2Cl (configuration not stated)	93	98	99	75	102	103	96	103

The list itself, from the start:
entry	SMILES	M14	HOP-92	HOP-62	A549/ATCC	EKVX	MOLT-4	RPMI-8226	CCRF-CEM
1	N#Cc1ccc(S(=O)(=O)O)c2ccccc12	96	/	90	103	106	91	99	101
2	O=C(NNc1cn[nH]c(=O)c1Cl)/C(=C/c1ccc2c(c1)OCO2)NC(=O)c1ccccc1	94	89	108	87	74	97	103	90
3	COC(=O)c1sc(-c2ccc(F)cc2)cc1O	97	102	125	100	97	92	96	96
4	COc1cc2c(c(OC)c1OC)C(=O)CC(c1cccc(NC(=O)c3cccc(Cl)c3)c1)O2 (configuration not stated)	81	63	93	78	96	32	27	42
5	Cc1cccc(C)c1N1C(c2ccccc2)=NNC12C=CC(=O)C=C2Cl (configuration not stated)	93	98	99	75	102	103	96	103
6	COc1cc2c(cc1OC)[C@H](c1ccc(O)cc1)[C@@H](C)C(C)=C2	103	/	109	98	97	77	56	84
7	Cc1ccccc1C(=O)NNC(=O)c1n[nH]c(=O)c2ccccc12	101	89	91	101	103	129	119	94
8	O=C(O)c1cn(C2CC2)c2cc(N3CCN(C(=O)C[n+]4cccc5ccccc54)CC3)c(F)cc2c1=O	65	96	99	99	102	5.5*	61	-37*
9	N#Cc1c2c([nH]c(=O)c1C#N)/C(=C/c1cccnc1)CC2	95	106	99	105	96	107	113	113
10	CNC(=O)c1cc(-n2ccc3cc(NC(=O)Nc4ccc(Cl)c(C(F)(F)F)c4)ccc32)ccn1	39	62	73	33	61	30	/	40
11	COc1cccc2c1CN(C(=O)c1ccc(O)c(C(=O)N3Cc4ccccc4C3)c1)C2	110	119	116	104	98	103	97	108
12	NC(CSC(c1ccccc1)(c1ccccc1)c1ccc(F)cc1)C(=O)O (configuration not stated)	-55*	-24*	-29*	12	7.5*	9.4*	-26*	11
13	CCOC(=O)c1sc(NCC(=O)Nc2ccc([N+](=O)[O-])cc2Cl)c(C(=O)OCC)c1C	106	92	103	101	90	93	88	84
14	CNC(=S)n1cnc(N)n1	104	103	103	97	91	115	96	100
15	Cn1c(NN)nc2ccccc2c1=O	99	93	99	103	104	99	101	103
16	COc1ccc(NC(=S)SCCC(=O)O)cc1	107	91	101	99	99	113	108	103
17	C=C(C)CS(=O)(=O)O	101	111	97	96	/	86	91	93
18	CCN(c1ccc(OC)cc1)c1nc(-c2ccc(Br)cc2)cs1	99	96	105	94	98	95	89	89
19	COc1ccc(C(=O)Cc2ccccc2C(=O)O)cc1	122	85	103	101	92	105	99	96
20	O=C(O)c1ccccc1C(=O)OCC1CCC(=NO)CC1 (configuration not stated)	107&104	88&96	108&106	100&97	104	102&103	98&103	98&111
21	COC(=O)[C@]1(Cc2ccccc2)[C@H](C)C(=O)N1C[C@H](Cc1ccccc1)N(Cc1ccccc1)Cc1ccccc1	80	39	81	67	37	49	53	71
22	COc1cc2oc(-c3cccc(NC(=O)c4cc([N+](=O)[O-])ccc4Br)c3)cc(=O)c2c(OC)c1OC	86	30	99	90	91	39	37	16
23	C=S(=C)(N)c1ccc(Nc2c(C#N)c(OCC)[nH]c(=S)c2C#N)cc1	106	64	106	108	103	108	116	118
24	C[C@@H](O)[C@@H]1CC[C@]2(CO)CC[C@]3(C)[C@H](CC[C@@H]4[C@@]5(C)C/C(=C/c6cccnc6)[C@H](O)C(C)(C)[C@@H]5CC[C@]43C)[C@@H]12	98	90	98	98	94	86	78	97
25	COc1ccc(-c2c(C#N)c(O)[nH]c(=O)c2C#N)cc1	98	74	102	95	107	100	/	99
26	COc1ccc(C2CC(c3ccccc3)=NN2c2nc(-c3ccc(Cl)cc3)c(C#N)c(=O)n2C)cc1 (configuration not stated)	108	79	96	92	/	83	82	/
27	CCOC(=O)Nc1ccc2c(c1)C(=O)N(CC)c1ccccc1O2	11	34	25	19	33	14	12	14
28	C/C(=N/NC(=S)NC1CCCCC1)c1sc(Nc2cccc(C)c2)nc1C	97	104	97	74	91	83	87	93
29	O=C1c2ccccc2C2(c3ccc(O)cc3)c3ccccc3Oc3cccc1c32 (configuration not stated)	0.5*	30	32	29	46	25	18	15
30	O=C1NC(c2ccccc2[N+](=O)[O-])c2sc3c(F)cccc3c2C1Cl (configuration not stated)	98	111	97	97	88	88	94	100
31	Cc1[nH]c(-c2nc3ccccc3[nH]2)c(C)c1C(=O)NNc1ccc(Cl)cc1	102	91	99	93	94	82	/	95
32	COc1cc2c(c(OC)c1OC)CCC(c1cccc(C(=O)Nc3ccccc3)c1)O2 (configuration not stated)	72	22	94	84	91	56	52	63
33	COc1ccc(/C=C(\C(=O)NNS(=O)(=O)c2ccc(C)cc2)c2nc3ccccc3s2)cc1	106	106	100	107	102	105	101	100
34	COc1cc(Nc2nc3ccccc3cc2C(=O)N2CCN(c3ccc(F)cc3)CC2)cc(OC)c1OC	89	72	97	89	75	70	65	82
35	CN(C)CCOc1ccccc1NC1=C(Cl)C(=O)C(Nc2ccccc2OCCN(C)C)=C(Cl)C1=O	93	60	110	85	16	-32*	83	4.3*
36	OCC(O)CNCCNc1c2ccccc2nc2cc(Cl)ccc12 (configuration not stated)	78	54	69	79	88	22	82	51
37	c1ccc2nc(N3CCCC3)c(N3CCCCC3)nc2c1	114	97	107	105	114	90	98	97
38	COc1ccc(C2CC(c3ccc(C)cc3C)=NN2c2ccc(S(=O)(=O)NC(=S)NCc3ccccc3)cc2)cc1 (configuration not stated)	74	84	94	66	/	66	51	70
39	COc1cc2c(c(OC)c1OC)C(=O)CC(c1cccc(NC(=O)c3cccc(NC(=O)[C@H](C)N)c3)c1)O2 (some centres not stated)	90	77	90	94	90	55	56	67
40	O=C(/C=C/c1ccccc1)c1cccc(N=Cc2c(O)ccc3ccccc23)c1	96	103	109	95	101	104	105	105
41	Cc1ccc(NC(=O)N(C)C)c(C)c1	115&114	125&108	113&103	101&108	93&99	92&111	106&105	102&102
42	COc1cc2c3c(n(CCCN4CCOCC4)c(=O)c2cc1OC)-c1nc2c(cc1C3=O)OCO2	13	-2.4*	-12*	19	49	25	19	14
43	Cn1cc(C2=C(c3cccc4ccccc34)C(=O)N(O)C2=O)c2cccnc21	92	49	84	92	85	100	88	96
44	CCCn1cnc2c(c1=N)C(c1ccc(OC)cc1)c1sc3c(CC)cccc3c1O2 (configuration not stated)	2.9*	/	39	41	46	14	-8.8*	4.8*
45	Fc1cccc(CNc2nc(SCCN3CCOCC3)nc3c2cnn3CC(Cl)c2ccc(Br)cc2)c1 (configuration not stated)	28	20	45	20	41	-24*	3.0*	6.7*
46	Nc1nc(N)nc(SCC(=O)O)n1	106	89	105	123	113	115	103	130
47	CO/N=C(/CN1CCN(c2cc3c(cc2F)c(=O)c(C(=O)O)cn3C2CC2)CC1)c1ccc(C)cc1	85	77	80	100	99	102	/	100
48	N=C(N)c1ccc(N=NNc2ccc(C(=N)N)cc2)cc1	93	95	95	88	102	97	100	102
49	N#Cc1cnc2c(C#N)c(Nc3ccccc3)nn2c1-c1ccco1	119	93	100	93	92	111	112	105
50	COc1ccc2nc(/C=C3\SC(=S)N(Cc4ccco4)C3=O)ccc2c1	90	109	98	96	95	92	97	93
51	COc1sc(/C=N/NC(=O)c2[nH]c3ccc(Br)cc3c2-c2ccccc2)cc1Cl	-3.6*	-7.9*	-27*	-20*	-12*	-3.1*	13	9.1*
52	COc1ccc2c(c1)/C(=C(/C#N)C(=O)Nc1ccc(S(N)(=O)=O)cc1)C(=O)N2	100	113	108	98	95	120	134	117
53	O=C(O)c1cn(C2CC2)c2cc(N3CCN(C(=O)CSc4nc(-c5ccccc5)cc(=O)[nH]4)CC3)c(F)cc2c1=O	107	98	101	91	108	107	95	88
54	Cc1ccc(S(=O)(=O)NCCNc2nccc(-c3c(-c4ccc(O)cc4)nc4sccn34)n2)cc1	93	101	113	94	/	59	86	87
55	Cc1ccc(-c2nc(SCC(=O)N3CCN(c4cc5c(cc4F)c(=O)c(C(=O)O)cn5C4CC4)CC3)nc(Cl)c2C#N)cc1	99	112	90	107	96	105	104	106
56	O=C1C=CC(Nc2ccc(Cl)c(Cl)c2)C1Nc1ccc(Cl)c(Cl)c1 (configuration not stated)	78	82	73	76	53	61	63	62
57	O=C(O)c1ccc(-n2cc(CNc3cccc(Cl)c3)c(-c3ccc(C(F)(F)F)cc3)n2)cc1	80	75	53	61	64	65	76	55
58	O=C(CSc1nnc(-c2ccc(NC(=O)c3cccnc3)cc2)o1)Nc1cccc(Br)c1	101	89	99	95	88	84	/	72
59	Cc1cn(C2CC(F)C(CO)O2)c(=O)[nH]c1=O (configuration not stated)	89	69	88	85	89	57	82	81
60	CCCNc1nc2ccccc2c2c(=O)c3cccc(Cl)c3sc12	101	89	88	94	85	94	103	92

Four compounds from above, limited to CCRF-CEM.
item	SMILES	CCRF-CEM
55	Cc1ccc(-c2nc(SCC(=O)N3CCN(c4cc5c(cc4F)c(=O)c(C(=O)O)cn5C4CC4)CC3)nc(Cl)c2C#N)cc1	106
56	O=C1C=CC(Nc2ccc(Cl)c(Cl)c2)C1Nc1ccc(Cl)c(Cl)c1 (configuration not stated)	62
57	O=C(O)c1ccc(-n2cc(CNc3cccc(Cl)c3)c(-c3ccc(C(F)(F)F)cc3)n2)cc1	55
58	O=C(CSc1nnc(-c2ccc(NC(=O)c3cccnc3)cc2)o1)Nc1cccc(Br)c1	72

(next part)
entry	SMILES	M14	HOP-92	HOP-62	A549/ATCC	EKVX	MOLT-4	RPMI-8226	CCRF-CEM
61	Cc1nn(-c2ccccc2)c(Cl)c1/C=C1\N=C(c2ccccc2)N(C(=O)c2ccc3ccccc3c2)NC1=O	109	90	100	86	109	63	100	73
62	NC(N)=NC(N)=Nc1ccc(O)cc1	106	110	96	107	102	82	88	89
63	O=[N+]([O-])c1ccc(-c2cccnc2)cc1	115	69	109	99	113	83	/	90
64	Brc1ccc2c(ccc3c2nnc2ncnn23)c1	100	74	86	102	33	94	59	67
65	Nc1n[nH]c(CC(=O)NCCc2ccccc2)n1	107	104	/	100	113	90	99	94
66	CCOC(=O)c1ccc([N+](=O)[O-])cc1	105	77	107	101	106	99	102	100
67	O=C(CSc1nc2ccccc2c(=O)n1CCc1ccccn1)c1ccc(F)cc1	93	78	108	83	/	67	60	83
68	CCOC(=O)C1=Cc2c(oc3ccc([N+](=O)[O-])cc3c2=O)C(C)(C)C1	104	93	86	104	87	96	91	95
69	CN[C@@H](C)C(=O)N[C@H]1CCS[C@H]2CC(C)(C)[C@@H](C(=O)N[C@H]3c4ccccc4C[C@H]3OCC#CC#CCO[C@@H]3Cc4ccccc4[C@@H]3NC(=O)[C@H]3N4C(=O)[C@@H](NC(=O)[C@H](C)NC)CCS[C@H]4CC3(C)C)N2C1=O	103	79	67	95	121	96	71	25
